# KRASV12 cytotoxicity: viability loss of HPDE-C7K cells – cell-based, fluorescence, HTS, primary screen (AID 431) | HPDE-C7K KRASV12 cells, Alamar Blue viability, 48 h; higher % means a stronger effect | cytotoxicity, % at 10 µM; hits with a dose series show EC50 in µM | 1.7% of 63,000 active;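 active = compounds whose percent cytotoxicity in the single-dose primary screen, scaled between solvent and toxic-drug controls, exceeds 50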;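 also: 0% = DMSO solvent wells and 100% = doxorubicin-treated wells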
# HPDE-C7 cytotoxicity: HPDE-C7 pancreatic duct cell viability loss – fluorescence, HTS (AID 430) | HPDE-C7 pancreatic duct cells viability, fluorescence; higher % means a stronger effect | cytotoxicity, % at 10 µM; hits with a dose series show EC50 in µM | 1.8% of 63,000 active;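 also: cells exposed to compound for 48 hours before viability readout; 0% = vehicle and 100% = reference cytotoxic drug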
# TNAP inhibition: human TNAP enzyme inhibitors, biochemical, luminescent (AID 518); purified TNAP enzyme, luminescent substrate readout; higher % means a stronger effect; inhibition, % at 20 µM; hits with a dose series show IC50 in µM; 0.09% of 64,000 active; in the data active = a potency from the dose series; inactive = the rest, 99 in 100 with inhibition below about 22%;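 also: plate controls were vehicle for no effect and reference inhibitor for full effect; many of its hits are not listed in these tables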
# Spn PMK inh: inhibitors of Streptococcus pneumoniae phosphomevalonate kinase; inhibition, % at 10 µM; 0.49% of 65,000 active; purified PMK, PK/LDH-coupled NADH absorbance 340 nm;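 active = top-ranked compounds by inhibition in the single 10 µM screen, taking a fixed number of the strongest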;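 also: 0% = full reaction with DMSO carrier and 100% = background rate without enzyme reaction; no value below 0 was filed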
# Bfl-1 displacement: Bfl-1 inhibitors, primary screen, biochemical, fluorescence polarization, FITC-Bid, mouse (AID 432); 0.02% of 64,000 active; FITC-Bid BH3 peptide fluorescence polarization displacement; higher % means a stronger effect; one-dose displacement, % at 20 µM; IC50 in µM for titrated hits; in the data active = a potency from the dose series; inactive = the rest, 99 in 100 with displacement below about 15%; also: strong numbers were not always called active
# Spn DPM-DC inh: S. pneumoniae DPM-DC inhibition; 0.49% of 65,000 active; calls only at 10 µM; AID 556; purified DPM-DC, PK/LDH coupled NADH fluorescence;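 active = the 320 compounds with the highest percent inhibition in the single-dose primary screen, excluding strongly autofluorescent ones, cut at about 32% in these data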;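 also: kinetic rate of NADH fluorescence loss reporting ADP formed by the decarboxylase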
# MK inhibit: inhibitors of Streptococcus pneumoniae mevalonate kinase; purified MK, PK/LDH-coupled NADH absorbance 340 nm; 0.48% of 65,000 active; inhibition, % at 10 µM;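 active = ranked among the strongest by inhibition in the single 10 µM screen, a fixed top-ranked set picked for dose follow-up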; also: no value below 0 was filed
# HT1080 cytotoxicity: cytotoxicity in HT1080 fibrosarcoma cells, cell-based, fluorescence readout (AID 620) | 0.42% of 87,000 active | one-dose cytotoxicity, % at 10 µM; EC50 in µM for titrated hits | HT1080 viability, fluorescence; higher % means a stronger effect;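 also: cells exposed to compound overnight then 4 h with Alamar Blue; 0% = vehicle DMSO and 100% = killing control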
# LYP inhibition: LYP phosphatase inhibitors, primary screen, biochemical, DiFMUP fluorescence, recombinant catalytic domain, 10 µM (AID 606). recombinant LYP catalytic domain, DiFMUP fluorescence; higher % means a stronger effect. inhibition, % at 10 µM, or IC50 in µM where a hit was titrated. 52,000 tested, under 10 active;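 active = IC50 under 40 µM in the dose-response test; inactive = IC50 of 40 µM or more, or never dose-tested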
# Spn PMK inh pilot replicates: second read-out of Spn PMK inh, no call of its own (marks repeat the call); inhibition, %; measured here: pilot screen replicates
# MK inhibit pilot replicates: second read-out of MK inhibit, no call of its own (marks repeat the call); inhibition, %; measured here: pilot screen replicates
# Spn DPM-DC inh pilot screen %: further read-out of Spn DPM-DC inh, marked with its call; inhibition, %; measured here: pilot screen trials
# The depositor's hits bear a star; i = inactive; x = no result given; + = active, no number. Rule as the data show it, unless noted: active = cytotoxicity above about 50%; inactive = the rest.
SMILES,KRASV12 cytotoxicity,HPDE-C7 cytotoxicity,TNAP inhibition,Spn PMK inh,Bfl-1 displacement,Spn DPM-DC inh,MK inhibit,HT1080 cytotoxicity,LYP inhibition,others
O=C(c1cccc(S(=O)(=O)N2CCCC2)c1)c1cccc(S(=O)(=O)N2CCCC2)c1,1%,-4%,8%,6,17%,i,5,-10%,11%,
CC(=O)N(C)C1(c2nnnn2CCOC(=O)Nc2cccc3ccccc23)CCCC1,-5%,-10%,17%,11,-3%,i,10,-3%,2%,Spn PMK inh pilot replicates=3.0;MK inhibit pilot replicates=2.0;Spn DPM-DC inh pilot screen %=2.5
COc1ccc(S(=O)(=O)N[C@@H](Cc2ccccc2)C(=O)N2CC[C@@]3(O)CCCC[C@H]3C2)cc1,-9%,-12%,-6%,7,-6%,i,4,-11%,9%,
Cc1nc(=O)c(-c2ccccc2)c(C)n1-c1ccccc1C(=O)O,-3%,-4%,10%,12,-6%,i,8,1%,1%,
O=C(O)CCn1c(=O)sc2ccccc21,-2%,2%,6%,19,-3%,i,0,-8%,0%,
CC1(C)NC(=O)N(CC(O)COc2ccccc2C(=O)Nc2ccccc2)C1=O (configuration not stated),1%,1%,7%,12,-3%,i,0,-1%,2%,
COc1ccc(C(=O)NCCc2nnc(SCc3nc4ccccc4c(=O)[nH]3)n2C)cc1,2%,13%,9%,3,2%,i,3,x,8%,Spn PMK inh pilot replicates=3.0;MK inhibit pilot replicates=0.0;Spn DPM-DC inh pilot screen %=0.0
CCOC(=O)CSc1nc2cc(C(=O)N3CCC(C(N)=O)CC3)ccc2c(=O)n1-c1ccccc1,-11%,-8%,6%,18,-1%,i,0,-10%,8%,Spn PMK inh pilot replicates=4.0;MK inhibit pilot replicates=0.0;Spn DPM-DC inh pilot screen %=0.5
Cc1ccc(CCC(=O)Nc2nccs2)o1,12%,-4%,11%,4,-9%,i,8,7%,4%,
COc1ccc(S(=O)(=O)n2nc(OC(=O)c3ccc(C)cc3)cc2N)cc1,-8%,-9%,21%,14,-2%,i,5,6%,1%,Spn PMK inh pilot replicates=4.0;MK inhibit pilot replicates=1.0;Spn DPM-DC inh pilot screen %=6.0
O=C1c2ccccc2N(Cc2ccc(Cl)cc2)C2=NCCN12,-4%,-4%,5%,4,-2%,i,11,4%,x,
O=C(Nc1nc(-c2ccc(S(=O)(=O)N3CCCC3)cc2)cs1)c1ccco1,-8%,4%,10%,3,-4%,i,9,4%,9%,
CCOC(=O)C1C(=O)CC(C)(O)C(C(=O)OCC)C1c1cc(Br)ccc1OC (configuration not stated),-4%,-4%,8%,3,0%,i,11,-6%,6%,
COc1ccccc1-n1c(SCC(=O)Nc2ccc(F)cc2)nc2c(c1=O)SCC2,-26%,-21%,-5%,4,2%,i,7,-3%,4%,
CCOC(=O)c1cnc(SCc2nc(N)nc(Nc3ccccc3)n2)nc1N,33%,3%,10%,13,2%,i,14,-4%,3%,
Cc1cc(C)n(-c2ccc(C(=O)NC(C)C)cc2)n1,5%,-1%,7%,11,1%,i,1,5%,x,
Oc1ccccc1-c1nnc(-c2ccc(C(F)(F)F)cc2)o1,-13%,-18%,8%,22,9%,i,0,1%,5%,
COc1cccc(C2C3=C(CCCC3=O)Nc3nc(-c4cc(OC)c(OC)c(OC)c4)nn32)c1 (configuration not stated),5%,-10%,5%,6,5%,i,0,0%,4%,
Cc1ccc(S(=O)(=O)c2nc(C(C)(C)C)oc2N2CCOCC2)cc1,6%,11%,6%,7,2%,i,2,-5%,18%,
CCc1c(C)nc2ncnn2c1N1CCC(C(=O)Nc2ccc(C)cc2)CC1,3%,-7%,13%,17,2%,i,8,7%,-8%,
CNc1nc2sc3c(c2c(=O)n1C)CC(C)(C)SC3,-11%,-23%,7%,2,8%,i,6,18%,-8%,
CCc1sc(NC(=O)CN2CCOCC2)nc1-c1ccccc1,0%,0%,5%,0,3%,i,7,1%,0%,
CN(C)c1ncc(C(=O)O)cn1,22%,3%,7%,4,-3%,i,6,-5%,16%,
CCCC(=O)c1ccc(N2CCOCC2)c(F)c1,3%,2%,14%,11,-2%,i,4,-4%,x,
CCn1c(SCC(=O)Nc2ccc(N3CCOCC3)c(Cl)c2)nnc1-c1ccc(N)cc1,3%,6%,5%,5,4%,i,11,x,-5%,
CC1=CC(C)(C)C(C(=O)O)C(C(=O)O)C1 (configuration not stated),-8%,-10%,4%,3,1%,i,17,-4%,7%,
Cc1cc(=O)n2nc(N3CCCC(C(=O)N4CCN(C)CC4)C3)sc2n1 (configuration not stated),-1%,0%,16%,19,-4%,i,0,3%,8%,Spn PMK inh pilot replicates=4.5;MK inhibit pilot replicates=1.0;Spn DPM-DC inh pilot screen %=0.0
Cc1ccc(C2C(C(=O)c3cc4ccccc4o3)=C(O)C(=O)N2CCCN(C)C)cc1 (configuration not stated),-7%,6%,15%,1,2%,i,0,3%,-1%,
Cc1ccc(OCCSc2nnc(-c3ccncc3)n2C)cc1,-6%,6%,7%,11,-3%,i,0,-13%,x,
CCN(CC)c1nc2ccccc2nc1C(C#N)C(=O)NCCCOC (configuration not stated),0%,-6%,13%,1,7%,i,5,-8%,-5%,
CC1(C)CC(=O)C2=C(C1)NC(=O)CC2c1cccc(F)c1 (configuration not stated),-2%,-15%,4%,12,-2%,i,0,-3%,-2%,
O=C(CSc1nnc(Cn2c(=O)sc3ccccc32)n1-c1ccccc1)N1CCCCCC1,6%,9%,4%,4,-2%,i,4,9%,0%,
Cc1c(C(=O)O)sc(=S)n1CCOc1ccccc1,-6%,4%,-1%,4,-2%,i,4,-10%,14%,
O=C(CSc1nc2ccccc2n1CC(=O)N1CCCC1)Nc1ccc2c(c1)OCO2,12%,2%,0%,13,-2%,i,7,0%,x,
Cc1ccc(C(C)C)c(OCC(=O)N2CCOCC2)c1,-14%,-20%,1%,17,-9%,i,0,5%,3%,
COc1ccc(CCNc2nc(N3CCCCC3)nc(N3CCCCC3)n2)cc1OC,45%,46%,10%,13,-14%,i,3,-8%,8%,
COc1cc(OC)cc(OCC(O)Cn2cnc(-c3ccccc3)c2)c1 (configuration not stated),3%,1%,13%,8,-7%,i,13,-1%,x,Spn PMK inh pilot replicates=0.5;MK inhibit pilot replicates=0.0;Spn DPM-DC inh pilot screen %=0.0
Cn1c(=O)c2cc(S(=O)(=O)NCCC(=O)N3CC=C(c4ccccc4)CC3)ccc2n(C)c1=O,-7%,-11%,14%,15,-2%,i,0,2%,0%,
Clc1ccc(CN2C3=NCCN3c3ccccc32)cc1Cl,44%,44%,-10%,8,-4%,i,9,6%,3%,
Cc1cc(Cl)cc(C)c1OCC(=O)O,0%,-6%,8%,0,-4%,i,10,3%,5%,

# The closing 2 records of the section before lead into the next:
SMILES,KRASV12 cytotoxicity,HPDE-C7 cytotoxicity,TNAP inhibition,Spn PMK inh,Bfl-1 displacement,Spn DPM-DC inh,MK inhibit,HT1080 cytotoxicity,LYP inhibition,others
Clc1ccc(CN2C3=NCCN3c3ccccc32)cc1Cl,44%,44%,-10%,8,-4%,i,9,6%,3%,
Cc1cc(Cl)cc(C)c1OCC(=O)O,0%,-6%,8%,0,-4%,i,10,3%,5%,
CCn1c(=O)cc(SCC(=O)NCC2CCCO2)c2ccccc21 (configuration not stated),10%,5%,9%,11,-3%,i,16,-9%,10%,Spn PMK inh pilot replicates=0.0;MK inhibit pilot replicates=2.0;Spn DPM-DC inh pilot screen %=0.5
CC1(C)CC(=O)C(=CN2CCN(C(=O)c3ccco3)CC2)C(=O)C1,x,x,10%,16,-5%,i,6,3%,-15%,
O=C(Nc1cccnc1)C1CCCN1S(=O)(=O)c1ccc(Cl)c(Cl)c1 (configuration not stated),4%,-1%,14%,5,0%,i,10,-4%,7%,
O=C(COC(=O)c1cnccn1)Nc1ccc2c(c1)OCO2,9%,8%,22%,0,-3%,i,6,2%,9%,Spn PMK inh pilot replicates=6.0;MK inhibit pilot replicates=0.0;Spn DPM-DC inh pilot screen %=0.0
COc1ccc(CCn2c(=S)[nH]c3cc(C(=O)NCc4ccco4)ccc3c2=O)cc1OC,9%,-7%,6%,12,-3%,i,0,-2%,-3%,
CC(C#N)Sc1ncnc2sc3c(c12)CCC3 (configuration not stated),-2%,-6%,6%,7,-5%,i,0,-5%,15%,
CN(C)S(=O)(=O)c1ccc2nc(NC(=O)c3cccnc3)sc2c1,4%,-5%,6%,8,0%,i,11,-2%,10%,
CCn1c(=O)cc(OCC(=O)N2CCN(C(=O)c3ccco3)CC2)c2ccccc21,-1%,-2%,6%,18,-9%,i,1,-1%,x,
O=C(CSc1nnc2ccccn12)Nc1ccccc1C(=O)NC1CC1,-2%,-7%,9%,14,2%,+,0,9%,-7%,
COc1cccc(-n2nnc3c(=O)n(C/C=C/c4ccccc4)cnc32)c1,-4%,-13%,8%,13,-5%,i,1,1%,x,

# Some of these compounds in order of formula weight, lowest first:
SMILES,KRASV12 cytotoxicity,HPDE-C7 cytotoxicity,TNAP inhibition,Spn PMK inh,Bfl-1 displacement,Spn DPM-DC inh,MK inhibit,HT1080 cytotoxicity,LYP inhibition,others
CC1(C)CC(=O)C(=CN2CCN(C(=O)c3ccco3)CC2)C(=O)C1,x,x,10%,16,-5%,i,6,3%,-15%,
CN(C)S(=O)(=O)c1ccc2nc(NC(=O)c3cccnc3)sc2c1,4%,-5%,6%,8,0%,i,11,-2%,10%,
O=C(Nc1cccnc1)C1CCCN1S(=O)(=O)c1ccc(Cl)c(Cl)c1 (configuration not stated),4%,-1%,14%,5,0%,i,10,-4%,7%,

# New compounds follow
SMILES,KRASV12 cytotoxicity,HPDE-C7 cytotoxicity,TNAP inhibition,Spn PMK inh,Bfl-1 displacement,Spn DPM-DC inh,MK inhibit,HT1080 cytotoxicity,LYP inhibition,others
CCCCSc1nc2c(c(=O)[nH]c(=O)n2C)n1CCc1ccccc1,-6%,35%,21%,3,1%,i,5,2%,6%,
COc1cccc(NC(=O)CSc2nnc(COc3ccc4c(c3)CCCC4)o2)c1,x,x,x,8,x,i,10,11%,10%,
CCOC(=O)C1CCN(C(=O)c2ccc(Br)o2)CC1,-7%,-6%,2%,6,-7%,i,10,-7%,13%,
COC(=O)C1=C(C)Nc2ncnn2C1c1ccc(OCc2ccccc2)cc1 (configuration not stated),9%,0%,1%,0,-3%,i,3,-3%,-4%,
O=C(NC(c1ccccc1)c1ccccc1)N1CCN(CCO)CC1,2%,8%,8%,12,6%,i,11,9%,15%,
Cc1c(NC(=O)C2(C)CCCCC2)c(=O)n(-c2ccccc2)n1C,-23%,-12%,13%,0,-4%,i,7,-4%,7%,
CCn1c(SCC(=O)O)nc2sc3c(c2c1=O)CCC3,17%,16%,15%,3,14µM*,i,0,10%,3%,
O=C(OCn1nnc2ccccc2c1=O)c1cccnc1,5%,-2%,1%,4,-2%,i,13,34%,0%,
O=C(O)C1CCCN1C(=O)OCc1ccccc1 (configuration not stated),-1%,4%,5%,15,2%,i,0,6%,12%,
COc1ccc(N2CCN(C(=O)c3cc4c(-c5ccc(Cl)cc5)nn(C)c4s3)CC2)cc1,3%,8%,-20%,3,-8%,i,2,-8%,13%,
O=C(Nc1ccccc1)N1CC=C(c2ccc(F)cc2)CC1,-4%,9%,9%,1,-5%,i,6,-1%,-13%,
Cc1onc(-c2ccccc2Cl)c1C(=O)N1CCN(c2ccccc2)CC1,6%,3%,6%,5,3%,i,14,1%,4%,

# Screens (PubChem)
